Source: PubChem
AmpC detergent – qHTS Inhibitors of AmpC Beta-Lactamase (assay with detergent). AmpC hydrolysis of nitrocefin, absorbance 480 nm, 0.01% Triton. P00811. AID 485294, 2010. 370,000 compounds, 0.041% hits. Potency, µM (top dose mostly 114 µM), for inactives: at the highest dose activity change, negative = inhibition, usual class: inhibitors;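 note: potency is the fitted concentration of half-maximal effect; 0% = no-compound wells and -100% = no-enzyme wells; nearly all actives have a fitted effect of over 25% in size; some results filed as inactive show a strong effect at the top dose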
Target sequence (P00811 whole entry, looked up): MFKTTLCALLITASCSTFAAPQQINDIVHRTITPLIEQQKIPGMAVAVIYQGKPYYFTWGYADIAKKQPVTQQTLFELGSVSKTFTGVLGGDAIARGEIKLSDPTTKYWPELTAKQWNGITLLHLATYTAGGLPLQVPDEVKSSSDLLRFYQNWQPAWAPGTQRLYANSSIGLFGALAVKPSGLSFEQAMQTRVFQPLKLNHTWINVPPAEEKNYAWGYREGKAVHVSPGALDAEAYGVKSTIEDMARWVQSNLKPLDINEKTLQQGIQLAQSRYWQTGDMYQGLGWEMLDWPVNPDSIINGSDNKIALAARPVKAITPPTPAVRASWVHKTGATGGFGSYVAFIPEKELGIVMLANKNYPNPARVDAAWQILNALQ
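AmpC (5.3 nM in the dispensed reagent) in 20 mM phosphate pH 7.0 with 0.01% (detergent screen) or 0.0001% Triton X-100 was preincubated with compounds for 15 min at room temperature. Nitrocefin was then added from an 800 uM solution, and hydrolysis was followed at 480 nm.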
HCMV inh – qHTS Assay for inhibitors of the human cytomegalovirus (HCMV); HFF cells, HCMV-luciferase reporter, 72 h; hits give low values; 410,000 compounds, 4.5% hits; activity change, negative = inhibition, % at 57.5 µM; in the data active = activity change below about -60%; inconclusive = no clear call, values can overlap the other calls; inactive = above about -39%
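HFF cells seeded 16 h at 37C, treated with compounds, infected with luciferase-reporter HCMV at MOI 1 PFU/cell; luciferase read at 72 h post infection, normalized to buffer-only and Salinomycin controls.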
AMA1-RON2 inh – qHTS for Inhibitors of AMA1-RON; Towards Development of Antimalarial Drug Lead: Primary Screen | Potency, µM (doses to about 58.2 µM), for the others: top-dose activity change, negative = inhibition, usual class: inhibitors | 360,000 compounds, 0.2% hits | Plasmodium falciparum AMA1 (3D7) - RON2 peptide interaction | AlphaScreen AMA1-biotinylated RON2 peptide binding;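 note: potency is the fitted concentration of half-maximal effect; 0% = vehicle wells and -100% = peptide control; nearly all actives have a fitted effect of over 45% in size; some results filed as inactive show a strong effect at the top dose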
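AMA1 (3D7) with his tag at 25 nM final met compounds first, then biotinylated RON2 peptide at 25 nM; detection used donor plus acceptor beads, 10 µg/mL apiece, read by AlphaScreen after 30 min at room temperature.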
Sm TGR block – qHTS Assay for the Inhibitors of Schistosoma Mansoni Peroxiredoxins; Schistosoma mansoni thioredoxin glutathione reductase (TGR), Q962Y6; purified TGR, DTNB reduction, TNB absorbance 405 nm; Potency, µM (highest dose often 114 µM), without a hit: at the top dose activity change, negative = inhibition, most hits filed as inhibitors; 360,000 compounds, 3% hits; note: potency is the fitted concentration of half-maximal effect; nearly all actives have a fitted effect of over 60% in size
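TGR 20 nM + NADPH 100 uM (dispensed conc.), cpd preinc 15 min RT; start with NADPH (500 uM addition) then DTNB (15 mM addition). Kinetic TNB absorbance, 405 nm filter. Four-parameter Hill fit across titration.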
Giardia FBPA inh – qHTS Assay for Inhibitors of Fructose-1,6-bisphosphate Aldolase from Giardia Lamblia. A8B2U2. purified Giardia FBPA. Potency, µM (titrated, usually from 59.6 µM), inactives show top-dose activity, negative = inhibition, actives largely listed as inhibitors. AID 2451, 2010. 290,000 compounds, 0.71% hits; note: potency is the fitted concentration of half-maximal effect; nearly all actives have a fitted effect of over 55% in size
Target sequence (A8B2U2 whole entry, looked up): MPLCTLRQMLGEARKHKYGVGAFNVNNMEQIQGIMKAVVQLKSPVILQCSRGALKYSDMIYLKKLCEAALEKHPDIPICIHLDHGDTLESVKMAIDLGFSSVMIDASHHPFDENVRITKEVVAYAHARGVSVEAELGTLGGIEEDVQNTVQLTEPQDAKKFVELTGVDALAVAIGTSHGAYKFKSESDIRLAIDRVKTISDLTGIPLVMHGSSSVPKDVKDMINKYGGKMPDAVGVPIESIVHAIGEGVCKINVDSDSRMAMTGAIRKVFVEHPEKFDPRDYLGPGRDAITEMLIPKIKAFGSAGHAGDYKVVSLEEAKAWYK
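40 nM FBPA preincubated 10 min at RT with compound (up to 57.5 uM final), then substrate plus GAPDH/TPI/NAD/arsenate coupling and diaphorase/resazurin added. Fluorescence read after 20 min at RT, 525/598 nm.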
HCV inh – qHTS Assay for Inhibitors of Hepatitis C Virus (HCV) | Potency, µM (series often up to 41.8 µM), without a hit: at the top dose activity change, negative = inhibition, most hits filed as inhibitors | 340,000 compounds, 3.4% hits | AID 651820, 2012 | Huh7.5.1 HCVcc-Cre infection, luciferase reporter, 44 h; note: potency is the fitted concentration of half-maximal effect
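Whole-lifecycle infectious HCVcc-Cre system; cells 1,000/well, compound then virus (~0.5 moi) added 4 h after plating, 44 h culture. Luciferase read 15 sec following 15 min substrate incubation, room temp.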
The depositor's hits bear a star; ? = inconclusive; . = not tested or not shown; + = active, no number; & = joins results of further samples; [ ] = another dose, or the depositor's remark. Unless noted, calls come from the whole dose curve; as a rule, active = well fitted curve in the direction sought with a large enough effect; inconclusive = small, poorly fitted or top-dose-only effect, or another doubt; inactive = no such curve, though single readings can be large; an effect the other way counts as inactive or inconclusive. Unless noted, % is set by controls: 0 for no effect and ±100 for the full control effect.

canonical_smiles | AmpC detergent | HCMV inh | AMA1-RON2 inh | Sm TGR block | Giardia FBPA inh | HCV inh
Cc1occc1C(=O)Nc1cccc(S(=O)(=O)N2CCOCC2)c1 | . | 0 | 2% | . | . | -4%
COc1ccccc1NC(=O)C(=O)NCCC1CCCCN1S(=O)(=O)c1ccc(F)cc1 (centres undefined) | -12% | -33 | -19% | 9% | . | ?
Cc1ccc2cc3c(NC(=O)c4ccco4)nn(C)c3nc2c1 | 0% | -38 | 6% | 50µM* | -4% | ?
O=C(NCc1ccccc1Cl)c1cc(C(=O)C2CC2)c[nH]1 | -3% | 31 | -7% | 10% | 6% | -29%
COc1cccc(NS(=O)(=O)c2ccc(NC(C)=O)cc2)c1 | 2% | -23 | -10% | 6% | -2% | -23%
CCOC(=O)CCCN1C(=O)CCn2nc(-c3cn(C)c4ccccc34)cc21 | 17% | -8 | . | -3% | . | .
O=C1CCc2cc(S(=O)(=O)Nc3cccc(F)c3)cc3c2N1CC3 | -7% | -32 | 12% | -2% | . | 9%
Oc1c(Cl)cc(Cl)cc1CNc1ccccn1 | ? | 1 | 7% | -18% | -5% | 26%
COC(=O)Cn1c(=NC(=O)c2sc3ccccc3c2Cl)sc2cc(S(N)(=O)=O)ccc21 | -11% | 6 | 3% | -19% | 8% | ?
NS(=O)(=O)c1cccc(NC(=O)COC(=O)Cc2ccc(S(=O)(=O)N3CCOCC3)s2)c1 | . | -12 | -3%[11.6 µM] | . | . | 12%
CCc1ccc(NC(=O)c2cc(C)on2)cc1 | ? | 49 | -5% | -25% | 0% | .
CSc1ncccc1C(=O)OCC(=O)c1cccc(Br)c1 | -4% | -5 | 0% | 0% | -3% | ?
CN1C(=O)c2ccccc2Sc2ccc(NC(=O)COc3ccc(F)cc3)cc21 | 2% | ? | . | -2% | . | .
CN1CCC(N(C)C(=O)NC2CCCCC2)CC1 | 0% | ? | -1% | -1% | 5% | 30%[activator]
Cc1ccc2nc(Nc3ncc4c(n3)CCCC4=O)nc(C)c2c1 | -16% | . | . | -3% | -6% | .
O=C1Nc2cc3c(cc2Sc2ccccc21)OCCO3 | -7% | -3 | 1% | 3% | 2% | 17%
O=C(NCc1ccccc1CN1CCCC1)C1CCN(S(=O)(=O)c2ccc(F)c(F)c2)CC1 | -15% | -101* | -2%[11.6 µM] | 1% | . | -10%
COc1ccc(C)c2sc(N(Cc3cccnc3)C(=O)CCc3ccccc3)nc12 | 4% | + | . | 7% | . | .
COC(=O)c1ccc(-c2noc(CN3CCCC(CNC(C)=O)C3)n2)cc1 (centres undefined) | 3% | 89 | -5% | 3% | -1% | 29%
COc1ccc(C(CNC(=O)c2cccc(Br)c2)N2CCCC2)cc1 (centres undefined) | 4% | -8 | 2% | -12% | -3% | ?
O=C(O)c1ccc(N=Nc2c(-c3ccccc3)[nH]oc2=O)cc1 | -15% | 54 | -16% | -17% | -23% | 16%
CC(CN1CCOCC1)OC(=O)c1ccccc1 (centres undefined) | 1% | 37 | 5% | 6% | -12% | -13%
C=CCNC(=O)c1ccccc1S(=O)c1ccccc1C#N (centres undefined) | -15% | -4 | -7% | 19% | 4% | 1%
Cc1ccc(-n2nc(C)c3c(C)c(CCC(=O)O)c(C)nc32)cc1C | -1% | 32 | 17% | -31% | 2% | 3%
Cc1cnc(C(=O)OCC(=O)Nc2cc(Cl)ccc2C#N)cn1 | . | 46 | 12% | . | . | 9%
CC(C)C[C@H](NC(=O)OC(C)(C)C)C(=O)N1CCC(C(=O)N[C@@H](Cc2c[nH]c3ccccc23)C(=O)O)CC1 | -7% | -34 | 15% | -4% | -7% | -8%
Cc1cccc(C)c1NC(=S)N(CCCN1CCCCC1)Cc1ccco1 | -4% | -22 | 5% | 3% | -3% | 9%
CCOC(=O)[C@@H]1[C@H]2COc3ccc(Br)cc3[C@@H]2N2C(=O)N(c3cccc(C)c3)C(=O)[C@]12C | -9% | -1 | 0% | 2% | -12% | 10%
CCC(C(=O)Nc1cc(C)nn1-c1nc(C)cc(C)n1)c1ccccc1 (centres undefined) | 2% | 24 | 9% | 7% | -10% | ?
O=C(CCS(=O)(=O)c1cccc2nsnc12)N1CCN(Cc2ccc3c(c2)OCO3)CC1 | -4% | -17 | 7% | ? | -8% | 8%
Nc1nc2ccc([N+](=O)[O-])c(N)c2s1 | -12% | -13 | 0% | 1% | -19% | ?
CCC(=O)Nc1nnc(SCc2cc(=O)c3cc(C)ccc3[nH]2)s1 | 27% | -18 | . | -4% | . | .
CC(=O)Nc1ccc(SCC(=O)N(C)CC(=O)Nc2ccccc2Cl)cc1 | . | 5 | 10% | . | . | -10%
O=C(NCC1OCCc2ccccc21)C1COc2ccccc2O1 (centres undefined) | 3% | . | 8% | -6% | 5% | 10%
Cc1ccccc1C(=O)N1CCC(C(=O)Nc2ccc(C)c(S(=O)(=O)N3CCCCC3)c2)CC1 | -15% | 0 | -11% | -4% | . | 10µM*
Cc1sc2ncnc(N3CCC(C(=O)Nc4cc(C(F)(F)F)ccc4OCC(F)(F)F)CC3)c2c1C | . | 42 | 22% | . | . | 7.9µM*
COc1ccccc1NC(=O)c1ccc(Cl)c(S(=O)(=O)N2CCOCC2)c1 | -10% | -21 | -11% | -17% | 1% | -18%
CC(NC(=O)c1cc(-c2ccncc2)nc2ccc(Cl)cc12)C1CCCO1 (centres undefined) | -11% | 16 | -7% | 0% | . | -8%
O=C(COc1ccccc1Br)N1CCN(c2ccccc2)CC1 | 5% | 11 | 0% | 18% | -2% | -3%
O=C(O)/C(=C\C(=O)c1ccccc1)Nc1ccccc1 | 4% | . | . | 0% | ? | .
S=C(N/N=C/c1ccc2c(c1)OCO2)NC1CC2CCC1C2 (centres undefined) | 1% | 10 | 59%[activator] | 3% | -4% | ?
CC1CCCN(C2(O)C(=O)Nc3c(C(F)(F)F)cccc32)C1 (centres undefined) | 5% | 0 | 13% | 9% | 1% | 8%
COc1ccc(OCCn2cc(C(=O)C3CCCCC3)c3ccccc32)cc1 | 21% | -16 | . | 1% | . | .
COC(=O)CNS(=O)(=O)c1ccc(C)cc1 | ? | 7 | 9% | 0% | -1% | 6%
COc1ccc(OC)c(NC(=O)CCCNC(=O)c2ccc(Cl)cc2)c1 | -4% | 27 | 6% | -11% | -2% | -13%
O=C(NCC1CCCO1)C(=O)N/N=C/c1cc(Cl)ccc1O (centres undefined) | 5% | 0 | 11% | 8% | 20% | 8%
CCN(CC(=O)N1CCCCCC1)S(=O)(=O)c1ccc(C)cc1 | ? | -4 | -2% | -4% | 10% | 13%
COc1ccc(CNC(=O)CN(c2ccc(C)cc2)S(=O)(=O)c2c(C)nn(C)c2C)cc1 | -3% | -23 | -3% | 1% | -1% | 0%
O=NN(CCCl)C(=O)NCCCl | 0% | -21 | -5% | -29% | 1%&-3% | 18%
CCOC(=O)c1c(-c2ccc(OC)cc2)csc1/N=C/C1C(=O)CCCC1=O | -9% | -40 | -12% | -12% | -28% | 9%
CCN(Cc1ccccc1)C(=O)C1CCC(CNc2c(N3CCOCC3)c(=O)c2=O)CC1 (centres undefined) | -10% | 56 | -6% | -1% | 5% | 13%
COc1ccccc1-c1noc(CCC(=O)Nc2ccccc2Cl)n1 | -5% | -11 | 12% | -14% | 0% | 5%
Cc1noc(C)c1C(=O)OC(C)C(=O)Nc1ccc(S(=O)(=O)NC(C)C)cc1 (centres undefined) | -1% | -21 | 5% | -3% | -1% | -9%
CC(C)c1ccc(CN2C(=O)NC3(CCCCCC3)C2=O)cc1 | -10% | 60 | 1% | -6% | 11% | -26%
OCCN(Cc1ccccc1)C(=S)Nc1ccc(F)cc1 | -6% | -23 | -2% | 13% | 1% | -2%
CNc1c(NS(=O)(=O)c2ccc(C3CCCCC3)cc2)c(=O)oc2ccccc12 | -8% | 7 | -8% | -3% | 3% | 11%
COc1cccc(NC(=O)CNC(=O)c2ccc([N+](=O)[O-])cc2)c1 | 0% | -26 | -10% | 6% | 3% | -22%
O=C(CN1C(=O)/C(=C2\SC(=S)N(CCS(=O)(=O)O)C2=O)c2ccccc21)Nc1cccc(Br)c1 | ? | -22 | ? | ? | -22% | 21%
CCOC(=O)c1cc(NC(=O)C2C3C=CC(O3)C2C(=O)O)cc(C(=O)OCC)c1 (centres undefined) | -20% | 30 | 5% | ? | -5% | -15%
O=C(Nc1c2c(nn1-c1ccc([N+](=O)[O-])cc1)CS(=O)(=O)C2)c1ccccc1F | 3% | 2 | -9% | 8% | 2% | 8%

Quoted at random: 2 compounds from above.
canonical_smiles | AmpC detergent | HCMV inh | AMA1-RON2 inh | Sm TGR block | Giardia FBPA inh | HCV inh
O=NN(CCCl)C(=O)NCCCl | 0% | -21 | -5% | -29% | 1%&-3% | 18%
CC(C)c1ccc(CN2C(=O)NC3(CCCCCC3)C2=O)cc1 | -10% | 60 | 1% | -6% | 11% | -26%

In a second layout: entries from further up.
Values in the order – AmpC detergent, HCMV inh, AMA1-RON2 inh, Sm TGR block, Giardia FBPA inh, HCV inh
- OCCN(Cc1ccccc1)C(=S)Nc1ccc(F)cc1
→ -6%, -23, -2%, 13%, 1%, -2%
- O=C(Nc1c2c(nn1-c1ccc([N+](=O)[O-])cc1)CS(=O)(=O)C2)c1ccccc1F
→ 3%, 2, -9%, 8%, 2%, 8%

Next section.
canonical_smiles | AmpC detergent | HCMV inh | AMA1-RON2 inh | Sm TGR block | Giardia FBPA inh | HCV inh
CNC(=S)N/N=C/c1ccc(OCC(=O)Nc2c(C)cc(C)cc2C)c(OC)c1 | -8% | -21 | 39%[activator] | 0% | -5% | -13%
CC(C(=O)NCc1cccs1)N1C(=O)c2ccccc2C1=O (centres undefined) | ? | . | 6% | 2% | 5% | 6%
Cc1ccc(CSc2nc3c(c(=O)[nH]c(=O)n3C)n2CCC(C)C)cc1 | ? | -1 | 5% | 7% | 0% | ?
CSc1cccc(NC(=O)CN2C(=O)CCc3cc(S(=O)(=O)N4CCCCC4)ccc32)c1 | -4% | 23 | . | 0% | . | .
CCOc1ccc(NC(=O)CSc2nc(-c3ccc(F)cc3)cc(C(F)(F)F)c2C#N)cc1 | 24% | 4 | . | 4% | . | .
Cc1ccc(NC(=O)C2CCCN(S(=O)(=O)c3cccs3)C2)cc1 (centres undefined) | 4% | -11 | -1% | 0% | -11% | -20%
COC(=O)c1ccccc1S(=O)(=O)N(CCCN1CCOCC1)Cc1cccs1 | -5% | 33 | -23% | -16% | -2% | 14%&0%
O=C(NCc1ccccc1)c1ccc(NC(=O)N2CCSc3ncccc32)cc1 | -6% | ? | . | -9% | . | .
COc1ccc2c(c1)C(c1ccccc1)=NNC(c1ccco1)=N2 | -9% | 26 | 18% | -5% | 4% | 12%
CCCC(=O)N1c2ncnn2C2(CCCCC2)[C@@H]2CCCC[C@@H]21 | 5% | -7 | . | -3% | . | .
O=C(c1ccccc1F)c1cn(CC(=O)N2CCCCC2)c2ccccc12 | -4% | -16 | -3% | -22% | 2% | 7%
COc1ccc(CCNC(=O)CSc2nc(O)c(CC(C)C)c(=O)[nH]2)cc1OC | ? | 3 | 0% | -11% | -11% | -25%

Rows were taken by chance; overall some 9.3% were active at least once.
